# Screening results (PubChem BioAssay)
# Rat MKP-3 inhibitors = MKP-3 phosphatase inhibitors, primary screen, biochemical, rat enzyme, in vitro (AID 425). Dual specificity protein phosphatase 6 (Rattus norvegicus). recombinant MKP-3 phosphatase activity, fluorescence; higher % means a stronger effect. inhibition, % at 20 µM, or IC50 in µM where a hit was titrated. hit rate 0.17% among 110,000; in the data active means inhibition above about 50%;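 further: plate controls were vehicle for no effect and reference inhibitor for full effect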
# Hsp70 displacement = Hsp70 inhibitors, probe displacement, primary screen, biochemical, fluorescence polarization (AID 583); displacement, % at 20 µM; hits with a dose series show IC50 in µM; Hsp70 fluorescence polarization probe displacement, mP; higher % means a stronger effect; hit rate 0.06% among 140,000; in the data active means displacement above about 50%;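 further: plate controls were vehicle for no effect and reference ligand for full effect; a part of the inactive calls stands beside numbers as strong as those of hits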
# The depositor's hits bear a star; · = no result given; & = joins results of further samples. An excerpt; the hit share may differ from the screen's.
SMILES,Rat MKP-3 inhibitors,Hsp70 displacement
COc1ccc(C2(C(=O)Nc3c(C)n(C)n(-c4ccccc4)c3=O)CCCC2)cc1OC,-1%,-2.5%
Cc1cc(C)c2c(n1)sc1c(N3CCN(CCO)CC3)ncnc12,-5%,12%
O=C1CCc2cc(S(=O)(=O)N3CCN(C(=O)c4ccco4)CC3)ccc2N1,5%,3.1%
CC(NC(=O)COc1ccc(Oc2ccccc2)cc1)C(=O)O (centres undefined),·,3.2%
c1ccc(SCc2nc(-c3ccncc3)no2)cc1,-2%,-1.9%
COCCOC(=O)c1[nH]c2c(c1C)C(=O)C(C(=O)OC)C(C)C2 (centres undefined),-3%,1.4%
COc1ccccc1NC(=O)N1CCC(C(=O)c2ccc(F)cc2)CC1,-5%,-0.1%
COc1cc(C(=S)N2CCOCC2)cc(Br)c1O,3%,-2.0%
CCOc1cc(C2Nc3ccccc3NC3=C2C(=O)CC(c2ccccc2)C3)cc(Br)c1O (centres undefined),5%,-4.4%
COc1ccc(Nc2nc(N)nc(COc3ccc(OC)cc3)n2)cc1,·,1.9%
COc1ccc(C)cc1Nc1cc(C)c2ccccc2n1,-4%,0.2%
O=S(=O)(c1ccc(Br)cc1)n1nnc2ccccc21,-2%,-0.4%
Nc1nnc(/C=C/c2ccccc2Cl)s1,0%,-5.3%
COc1ccc(NC(=O)C2Cc3ccccc3CN2C(=O)OCc2ccccc2)cc1 (centres undefined),0%,5.0%
Cc1ccc(N2C(=O)/C(=C/c3ccc(O)c(O)c3)SC2=S)cc1C,4%,-3.0%
O=C(Nc1cccnc1)C1CCCN(S(=O)(=O)c2ccccc2)C1 (centres undefined),·,-1.0%
CC(C)(C)NC(=O)c1nn2c(c1Br)NC(c1ccccc1)CC2C(F)(F)F (centres undefined),0%,2.0%
Cc1nnc(SCC(=O)NCC(=O)c2ccccc2)s1,3%,-2.7%
Clc1ccc(-n2ncc3c(NCc4ccc5c(c4)OCO5)ncnc32)cc1,-3%,-10%
COc1ccc(N2CCN(C(=O)CN(c3ccccc3)S(=O)(=O)c3ccc(OC)cc3)CC2)cc1,·,-3.5%
CC1CCC(C(=O)c2c(O)c3ccccc3oc2=O)CC1 (centres undefined),·,2.3%
Cc1ccc(OCCCC(=O)Nc2nccs2)cc1,·,-1.5%
Cc1nc(COC(=O)c2ccc(S(=O)(=O)N3CCCC3)cc2)cs1,-5%,-2.3%
COc1cccc(C=C2C(=O)NC(=O)NC2=O)c1O,-4%,3.9%
COc1ccc(NC(=O)C2CCCN2S(=O)(=O)c2ccc3c(c2)CCC(=O)N3)cc1Cl (centres undefined),-1%,-2.8%

# 3 entries from above in another layout:
> O=C(Nc1cccnc1)C1CCCN(S(=O)(=O)c2ccccc2)C1 (centres undefined)
  Rat MKP-3 inhibitors = · | Hsp70 displacement = -1.0%
> Cc1ccc(OCCCC(=O)Nc2nccs2)cc1
  Rat MKP-3 inhibitors = · | Hsp70 displacement = -1.5%
> COc1cccc(C=C2C(=O)NC(=O)NC2=O)c1O
  Rat MKP-3 inhibitors = -4% | Hsp70 displacement = 3.9%

# More results
SMILES,Rat MKP-3 inhibitors,Hsp70 displacement
O=c1c([N+](=O)[O-])c(Nc2ccc(Br)cc2)c2ccccc2n1-c1ccccc1,4%,-5.6%
O=C1NC(=Nc2cccc(Cl)c2Cl)S/C1=C\c1ccc([N+](=O)[O-])cc1,10%,3.3%
CCOC(=O)c1ccc(NC(=O)N(CC)CC)cc1,-5%,2.4%
Cc1ccc(S(=O)(=O)NC(CC(=O)N2CCOCC2)c2ccco2)cc1 (centres undefined),-1%,4.6%
O=C(NCCN1CCNCC1)C(=O)NCc1ccco1,1%,2.1%
COc1cccc(C=Nc2cc(C)on2)c1O,-3%,4.9%
O=C1CCCC2=C1C(c1ccncc1)c1c(nc(SCc3ccccc3)[nH]c1=O)N2 (centres undefined),-5%,1.1%
O=C1OC(c2ccccc2)=C/C1=C/c1cccs1,0%,-4.4%
CC(C)=CCSc1nnc(CCNC(=O)OC(C)(C)C)o1,5%,0.3%
CCc1ccccc1NC1c2ccccc2C(=O)N1c1cc(C)ccn1 (centres undefined),1%,2.1%
CCn1c(=N)c(C(=O)NCCCOC)cc2c(=O)n3cccc(C)c3nc21,2%,4.8%
Cc1ccc2c(CN3CCCc4ccccc43)cc(=O)oc2c1C,0%,-5.7%
COc1cccc2sc(Nc3nnc(-c4ccccc4Cl)o3)nc12,-2%,2.3%
O=C(Cc1ccc(F)cc1F)Nc1ccc(F)cc1F,1%,5.8%
COc1cc(OC)cc(C(=O)N(CN2CCCC2=O)c2ccccc2OC)c1,8%,0.4%
COCCSc1ccccc1C(=O)NCc1ccc(S(N)(=O)=O)cc1,·,2.5%
CC(C)C[C@H](NC(=O)N1CCN(c2ccccc2)CC1)C(=O)O,-11%,-2.3%
O=C(N/N=C/c1ccco1)c1cc(=O)[nH]c2ccccc12,0%,2.7%
O=C(Nc1ccccc1)Nc1nnc(-c2ccccc2)o1,·,-7.6%
C=CCOc1ccc(C2C(C(=O)c3cccs3)=C(O)C(=O)N2c2nnc(C)s2)cc1 (centres undefined),·,98%
CC(=O)c1c(C)[nH]c(C(=O)N2CCN(c3cc(Cl)ccc3C)CC2)c1C,·,-1.3%
CCOc1ccc(NC2=C(Cl)C(=O)N(c3ccc(C)cc3C)C2=O)cc1,2%,-6.4%
O=C(c1c(F)cccc1F)N1CCN(c2ncccn2)CC1,·,1.2%
O=C(Nc1ccc2c(c1)OCCO2)c1ccco1,-16%,-4.2%
O=C1Nc2ccc(Br)cc2C1(O)Cc1ccccn1 (centres undefined),-8%,2.8%
SMILES,Rat MKP-3 inhibitors,Hsp70 displacement
CCCCNc1c([N+](=O)[O-])c(=O)n(C)c2ccccc12,4%,-1.6%
COc1ccccc1Nc1nc(N)nc(CSc2nc(C)cc(C)n2)n1,2%,-2.3%
Cc1csc(NC(=O)c2ccccc2C(=O)O)n1,-4%,2.9%
CCC(NC(=O)c1ccccc1NC(=O)c1ccc(OC)cc1)C(=O)O (centres undefined),0%,-6.5%
COCCn1c(SCC(=O)c2ccc(F)cc2)nnc1C(C)C,9%,4.2%
COCCn1c(SCC(=O)Nc2nc(C)c(Cl)cc2Cl)nc2ccccc21,4%,6.3%
Cc1ccc(N(CC(=O)NCc2ccc3c(c2)OCO3)S(C)(=O)=O)cc1,-13%,-6.2%
Cc1ccc(NC2=NC(c3ccccc3)n3c(nc(C)cc3=O)N2)cc1 (centres undefined),1%,-2.1%
COc1ccc(OC)c(C2=C/C(=C/c3cccc(OC)c3O)C(=O)O2)c1,0%,-3.8%
CCOC(=O)c1c[nH]c2c(Cl)cc(Cl)cc2c1=O,3%,-4.1%
COc1ccccc1Nc1nc(-c2ccc(C)cc2)cs1,-1%,1.5%
O=C(Cc1sc(-c2ccccc2Cl)nc1-c1ccccc1)Nc1ccccc1,·,-2.6%
C[C@H](NC(=O)c1ccco1)C(=O)Nc1ccc(S(=O)(=O)N2CCCC2)cc1,·,3.4%
COc1ccc(CCNC2=NCC(C)S2)cc1 (centres undefined),-6%,1.4%
O=C(N=Nc1c(O)[nH]c2ccc(Br)cc12)c1cccnc1,0%,-2.1%
CCOC(=O)c1oc2c(c1C)C(Cl)=C(C=O)CC2,2%,-1.3%
CCCn1c(SCC(=O)N2CCCc3ccccc32)nc2c1c(=O)n(C)c(=O)n2C,-3%,2.7%
CCOC(=O)c1ccc(NC(=O)CC2SCCNC2=O)cc1 (centres undefined),-12%,-3.8%
O=c1cc(N2CCCCC2)c2ccccc2n1-c1ccccc1,0%,-7.0%
CCCSc1nc(NCc2ccco2)c2c3c(sc2n1)COC(C)(C)C3,·,-3.4%
Cc1cc(-c2ccccc2)nc(N/N=C/c2ccccc2F)n1,1%,1.2%
N#CCCN(C(=O)Nc1ccccc1)c1ccccc1,-12%,0.6%
COC(=O)c1c(C(=O)OC)c(-c2cccc(C)c2)n2c1CS(=O)(=O)C2,·,-2.5%
Cc1cc(C)cc(OCCCNCCO)c1,0%,-0.9%
CCOC(=O)c1c(NC(=O)c2cnccn2)sc2c1CCC(C(C)(C)C)C2 (centres undefined),-1%,5.2%

# Full records as entered above. Order of values: Rat MKP-3 inhibitors, Hsp70 displacement
# C[C@H](NC(=O)c1ccco1)C(=O)Nc1ccc(S(=O)(=O)N2CCCC2)cc1 is listed with ·, 3.4%
# CCOC(=O)c1oc2c(c1C)C(Cl)=C(C=O)CC2 is listed with 2%, -1.3%
# COc1cccc2sc(Nc3nnc(-c4ccccc4Cl)o3)nc12 is listed with -2%, 2.3%
# Cc1ccc(NC2=NC(c3ccccc3)n3c(nc(C)cc3=O)N2)cc1 (centres undefined) is listed with 1%, -2.1%
# COc1ccc(NC(=O)C2CCCN2S(=O)(=O)c2ccc3c(c2)CCC(=O)N3)cc1Cl (centres undefined) is listed with -1%, -2.8%

# Following part
SMILES,Rat MKP-3 inhibitors,Hsp70 displacement
CSc1nc2ccccc2n1CC(=O)N1CCCCC1,-7%,-0.2%
CCOC(=O)N1CCN(C(=O)c2ccc(CN(c3ccc(C)c(C)c3)S(C)(=O)=O)cc2)CC1,-7%,-1.1%
Cc1ccc(-c2nnc(-c3ccc(Br)o3)o2)cc1,0%,-2.1%
COc1ccccc1CCNS(=O)(=O)c1c(C)n(C)c(=O)n(C)c1=O,0%,4.0%
O=C(c1cc2sccc2n1Cc1ccccc1)N1CCN(c2nc3ccccc3s2)CC1,·,1.2%
CCOC(=O)c1oc2cc(OCC(N)=O)ccc2c(=O)c1-c1ccc(OC)c(OC)c1,2%,3.1%
COc1ccc(C(NC(=O)c2ccccc2)c2c(O)ccc3ccccc23)cc1OC (centres undefined),1%,0.7%
CC(=O)Nc1nonc1NC(=O)CSc1nc2ccccc2o1,2%,0.2%
O=C1c2cccc3cccc(c23)C(=O)N1c1nncs1,-7%,5.1%
CCCn1c(=O)c2ccccc2n2c(SCCOc3ccc(C)cc3)nnc12,0%,-0.8%
COc1cc([N+](=O)[O-])ccc1-c1ccc(/C=C2\C(=O)N(c3ccc(S(N)(=O)=O)cc3)N=C2C)o1,3%,-0.1%
CCCCCC(=O)Nc1nnn(CCC)n1,·,1.8%
CCCOc1ccc(/C=N/N=C/c2ccc(OCCC)cc2)cc1,-2%,2.1%
O=C(COc1ccccc1Cl)Nc1nccs1,2%,3.7%
COC(=O)C1=C(C)N(c2ccc(S(N)(=O)=O)cc2)C(=O)C1,2%,-4.5%
Cc1ccnc(N2CCCC(C(=O)NCc3cccs3)C2)n1 (centres undefined),·,3.9%
COc1ccc(-c2nnn(Cc3ccccc3F)n2)cc1,·,-4.4%
CCOc1ccc(OCc2cccc(C(=O)N3CCOCC3)c2)cc1,2%,-2.0%
CCC1CCCCN1S(=O)(=O)c1ccc(C(=O)Nc2nnc(-c3cccs3)o2)cc1 (centres undefined),5%,-1.4%
COC(=O)C(Cc1c[nH]c2ccccc12)NC(=O)C(c1ccccc1)c1ccccc1 (centres undefined),0%,0.7%
CCCn1c(NCCO)nc2ccccc21,-1%,1.1%&-0.2%
CN1CCc2c(sc3c2c(=O)n(-c2ccccc2)c2nnc(SCc4ccccc4F)n32)C1,-8%,0.6%
Cc1onc(-c2ccccc2)c1C(=O)Nc1nc2c(s1)C(=O)CC(C)(C)C2,·,-1.9%
Cn1c(/C(C#N)=C(\O)c2ccc(S(=O)(=O)N3CCCCC3)cc2)nc2ccccc21,7%,·
CC(=O)c1ccc(OCC(O)CN2CCN(CC(O)COc3ccc(C(C)=O)cc3)CC2)cc1 (centres undefined),·,0.1%

# Retrieved by structure from the list above, 2 records:
SMILES,Rat MKP-3 inhibitors,Hsp70 displacement
COc1ccccc1CCNS(=O)(=O)c1c(C)n(C)c(=O)n(C)c1=O,0%,4.0%
COc1ccc(-c2nnn(Cc3ccccc3F)n2)cc1,·,-4.4%

# Next section.
SMILES,Rat MKP-3 inhibitors,Hsp70 displacement
O=C1Nc2ccccc2C12Nc1ccccc1-c1nc3ccccc3n12 (centres undefined),6%,0.1%
COC(=O)c1sc(NC(=O)CSc2nnnn2-c2ccc(C)cc2C)nc1C,4%,4.7%
O=C(CSc1ncn[nH]1)Nc1c(F)cc(F)cc1Br,·,0.0%
O=C(Cn1nc(C(=O)O)c2ccccc2c1=O)NCCC1=CCCCC1,·,3.8%
CC(C)NC1CS(=O)(=O)CC1O (centres undefined),·,-2.6%
O=C(CCCCn1c(=O)[nH]c2ccccc2c1=O)NCCc1c[nH]c2ccccc12,-7%,-2.4%
COc1ccc(OC)c(/C(O)=C/C(=O)C(=O)Nc2ccccc2OC)c1,·,3.4%
CC(C)(C)c1ccc(C(=O)NNC(=O)Cc2ccccc2)cc1,·,2.7%
Cn1c(=O)c2c(nc(N3CCCCCC3)n2CC(O)COc2ccc(Cl)cc2)n(C)c1=O (centres undefined),-7%,2.1%
Cc1cccc(-c2nnc(SCc3cc(=O)[nH]c4ccccc34)n2C)c1,2%,4.8%
CCOC(=O)C1=C(C)NC(C)=C(C(=O)OCC)C1c1cccs1,4%,0.9%
COc1cccc(/C(O)=C2/C(=O)C(=O)N(Cc3cccnc3)C2c2ccco2)c1 (centres undefined),·,-0.2%
CS(=O)(=O)c1ccc2nc(NC(=O)c3ccccc3Cl)sc2c1,-12%,0.4%
CCSc1ccccc1C(=O)n1nnc2ccccc21,-1%,-1.7%

# Single entries from the entries so far:
# For Hsp70 displacement, `O=C(Cn1nc(C(=O)O)c2ccccc2c1=O)NCCC1=CCCCC1` shows 3.8%
# For Hsp70 displacement, `O=C(CSc1ncn[nH]1)Nc1c(F)cc(F)cc1Br` shows 0.0%
# For Hsp70 displacement, `CC(C)NC1CS(=O)(=O)CC1O` (centres undefined) shows -2.6%
# For Hsp70 displacement, `O=C1Nc2ccccc2C12Nc1ccccc1-c1nc3ccccc3n12` (centres undefined) shows 0.1%
# For Rat MKP-3 inhibitors, `CCOC(=O)C1=C(C)NC(C)=C(C(=O)OCC)C1c1cccs1` shows 4%
# For Hsp70 displacement, `Cc1cccc(-c2nnc(SCc3cc(=O)[nH]c4ccccc34)n2C)c1` shows 4.8%
